Bioassay records deposited in PubChem by several laboratories.
ADAM10 inh: ADAM10 inhibition, QFRET primary screen; recombinant ADAM10, EDANS/DABCYL FRET peptide cleavage, 3 h; inhibition, % at 7 µM; hit rate 0.62% among 370,000; AID 720582;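 active = inhibition above a per-campaign cutoff equal to the mean of compounds falling between control-based bounds plus 3 SD, cut at about 20% in these data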;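 also: 0% = DMSO wells while the 100% control is not disclosed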
ADAM17 inh: ADAM17 inhibition, QFRET primary screen. hit rate 0.83% among 370,000. inhibition, % at 6.95 µM. P78536. recombinant ADAM17, EDANS/DABCYL FRET peptide cleavage;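 active = inhibition above the mean of compounds lying between control limits plus 3 SD, set per campaign, cut at about 8.5% in these data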;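 also: 0% = DMSO-only wells as the low control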
Target sequence (P78536 215-824 limits assumed): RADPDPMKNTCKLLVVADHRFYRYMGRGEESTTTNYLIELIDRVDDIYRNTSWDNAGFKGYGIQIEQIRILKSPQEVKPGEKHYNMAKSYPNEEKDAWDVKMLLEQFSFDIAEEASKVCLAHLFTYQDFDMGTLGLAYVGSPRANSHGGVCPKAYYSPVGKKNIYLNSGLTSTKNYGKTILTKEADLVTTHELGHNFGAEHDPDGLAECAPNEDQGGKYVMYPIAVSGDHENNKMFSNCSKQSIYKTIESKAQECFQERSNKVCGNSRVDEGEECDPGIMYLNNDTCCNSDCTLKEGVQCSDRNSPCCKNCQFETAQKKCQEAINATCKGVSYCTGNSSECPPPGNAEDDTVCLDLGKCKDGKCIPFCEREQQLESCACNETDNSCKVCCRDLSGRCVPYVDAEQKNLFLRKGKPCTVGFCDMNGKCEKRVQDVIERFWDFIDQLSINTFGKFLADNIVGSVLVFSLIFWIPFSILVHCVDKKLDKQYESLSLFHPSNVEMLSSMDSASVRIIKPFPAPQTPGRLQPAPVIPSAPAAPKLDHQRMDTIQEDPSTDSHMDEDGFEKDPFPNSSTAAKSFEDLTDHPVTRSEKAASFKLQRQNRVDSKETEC
PG9 binder: PG9 antibody binding by small molecule. TR-FRET gp120-PG9 antibody binding. inhibition, % at 6.7 µM. hit rate 0.43% among 360,000; in the data active = inhibition above about 8.5%
DAX1 inh-1: inhibits human nuclear receptor DAX1; P51843; HEK293 Gal4-DAX1 luciferase reporter, luminescence; inhibition, % at 6.75 µM; hit rate 0.99% among 340,000; AID 504766;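 active = inhibition above the mean over all tested compounds plus 3 SD, cut at about 4.2% in these data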;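 also: 0% = DAX1-transfected cells with DMSO and 100% = empty-vector control cells with DMSO; inhibition shows as a rise in luminescence from relieved DAX1 repression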
Target sequence (P51843 207-470 limits assumed): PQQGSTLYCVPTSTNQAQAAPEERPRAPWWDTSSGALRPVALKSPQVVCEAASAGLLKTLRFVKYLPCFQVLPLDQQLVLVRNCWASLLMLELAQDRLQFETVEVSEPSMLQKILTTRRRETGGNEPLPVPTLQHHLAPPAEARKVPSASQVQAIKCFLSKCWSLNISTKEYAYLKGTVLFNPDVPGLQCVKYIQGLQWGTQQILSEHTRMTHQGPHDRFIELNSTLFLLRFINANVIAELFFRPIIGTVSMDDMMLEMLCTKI
NPR1 activator: GC-A (human) enzyme activation. P16066. HEK293 GC-A cells, cGMP TR-FRET, EC30 ANP; 0% at EC30 ANP, 100% saturating ANP. activation, % at 10 µM. hit rate 0.14% among 370,000; in the data active = activation above about 40%
DAX1 inh-2: DAX1 (NR0B1) inhibition, primary screen; hit rate 1.1% among 370,000; HEK293T StAR-luciferase reporter, SF-1/DAX-1 repression relief; AID 652010; inhibition, % at 6.8 µM;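 active = inhibition above the mean over all tested compounds plus 3 SD, cut at about 3.6% in these data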;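 also: 0% = DAX-1 cells with DMSO and 100% = cells lacking DAX-1 with DMSO; higher inhibition means more luminescence from relief of DAX-1 repression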
ssDAF12 agonist: activators of S. stercoralis DAF-12 nuclear receptor | HEK293 ssDAF-12/GRIP1 lit1-tk-luc reporter, luminescence; % of 3 µM dafachronic acid response | AID 652126 | hit rate 1% among 370,000 | activation, % at 6.8 µM;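 active = activation above the mean over all tested compounds plus 3 SD, cut at about 0.9% in these data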;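 also: 0% = DMSO-only wells and 100% = 3 µM delta7-dafachronic acid wells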
SMARCA2 act: increases SMARCA2 function in MMTV reporter cells | MG213 cells, MMTV-luciferase reporter, dexamethasone, overnight | activation, % at 9.1 µM | hit rate 1% among 370,000 | AID 652017; in the data active = activation above about 7.8%;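 also: 0% = vehicle wells and 100% = reference activator wells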
FXN GAA850 act: activators of GAA850 frataxin (FXN) promoter; activation, % at 6 µM; hit rate 0.56% among 360,000; AID 540364; HEK293 lucGAA850 FXN promoter luciferase reporter, 24 h; percent of 10 µM SAHA response;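 active = activation above the average of all compounds screened plus 3 SD, cutoff fixed separately per campaign, cut at about 7.5% in these data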;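 also: 0% = DMSO wells and 100% = 10 µM SAHA wells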
hgDAF12 agonist: agonists of H. glycines DAF-12 nuclear receptor | HEK293 GAL4-hgDAF12 UAS-luciferase reporter, agonist luminescence; normalized to butyrate control | activation, % at 6.8 µM | hit rate 1.8% among 370,000;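 active = activation above a cutoff set at the mean of all screened compounds plus 3 SD, cut at about 10% in these data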;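 also: 0% = DMSO wells and 100% = sodium butyrate wells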
hcDAF-12 act: activators of H. contortus DAF-12 nuclear receptor. AID 652067. activation, % at 6.8 µM. hit rate 1.4% among 370,000. HEK293 hcDAF-12 lit1-tk-luc reporter, luminescence; 0% DMSO, 100% Δ7-dafachronic acid;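 active = activation above the mean of all tested compounds plus 3 SD, cut at about 5.5% in these data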;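 also: 100% = response to 3 µM Δ7-dafachronic acid high control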
Starred values were filed as active, the others as inactive; i = inactive; x = not tested or not shown.

structure	ADAM10 inh	ADAM17 inh	PG9 binder	DAX1 inh-1	NPR1 activator	DAX1 inh-2	ssDAF12 agonist	SMARCA2 act	FXN GAA850 act	hgDAF12 agonist	hcDAF-12 act
CCCOc1ccc(C(=O)OCC(=O)NCCc2ccc(OCC)c(OCC)c2)cc1OC	-11	-1	-1.4	0.8	-1	0.1	-1.2	-1	-1.3	-0.7	1.9
CCOC(=O)COc1ccc(Cl)cc1C1NC(=O)NC(C)=C1C(C)=O (stereo not given)	3	0	-0.6	-0.6	-7	-0.5	-1.2	0	1.0	1.7	-0.8
CCc1cc2c(SCC(=O)NC3CCS(=O)(=O)C3)ncnc2s1 (stereo not given)	-1	-3	-1.6	-0.5	1	0.0	-1.3	0	0.6	1.4	-0.5
CCCCN=C1NN=C(c2cccc([N+](=O)[O-])c2)CS1	-5	-1	0.0	1.1	3	0.4	-0.4	0	5.0	6.5	-0.3
CC(C)CNC(=O)c1cccc(NC(=O)CSc2ccccc2)c1	-9	-4	-1.5	-0.9	3	0.5	-1.4	-2	-0.2	0.6	-0.6
COc1ccc([C@@]23CCN=C2c2[nH]c4ccccc4c2CCN3)c(N)c1	-11	-8	x	x	-5	x	-1.2	x	x	-1.0	5.0
COc1cc(C(=O)NC(C)C2CC3CCC2C3)ccc1OC(F)F (stereo not given)	-7	-3	-0.7	-0.5	-2	-0.7	-1.6	-4	1.5	-1.7	-1.0
O=C(Nc1nnc(-c2ccc(F)cc2)o1)c1ccco1	-12	-3	-1.4	-0.8	0	-0.7	-0.1	-2	1.3	1.4	-0.2
CCOc1nc(SCCOc2ccccc2)nc(N(C)C)n1	5	4	1.1	-0.2	2	-1.1	-1.4	-2	2.5	-1.5	-1.9
COCCN1CCN(c2c(C)c(C)nc3cc(-c4cccc(OC)c4)nn23)CC1	-2	-3	-1.7	2.3	10	0.5	-0.9	11*	10*	6.5	3.3
CCOC(=O)C1=C(C)N=c2s/c(=C\c3cccn3C)c(=O)n2C1c1cccc(OC)c1OC (stereo not given)	1	-2	1.5	-0.6	7	-0.1	-1.2	0	-1.3	-0.8	-0.2
O=C(Nc1ccc(N2CCOCC2)cc1)C1CC(O)CN1S(=O)(=O)c1ccc(Cl)cc1 (stereo not given)	4	3	-0.6	0.9	-1	0.4	-0.9	-4	-0.9	0.2	-0.9
Cc1ccc(C(NC(=O)N2CC(C)OC(C)C2)C(Cl)Cl)cc1F (stereo not given)	4	7	-2.6	0.2	-3	0.0	-1.0	-3	-0.4	-1.2	4.2
CC(C)c1cc(CN2CCN(C3CCCC3)C(CCO)C2)[nH]n1 (stereo not given)	0	-7	0.9	0.4	-2	0.1	-0.5	-2	-0.7	1.4	0.2
Cc1ccc(C2C(C(=O)c3sc(C)nc3C)=C(O)C(=O)N2CCN(C)C)o1 (stereo not given)	-4	-4	0.3	0.1	3	0.7	-1.1	0	-0.8	0.4	-0.7
Cc1ccc(S(N)(=O)=O)c(C)c1N1CCCC1=O	-7	0	-1.1	1.6	3	0.0	-1.1	0	-0.6	-0.1	0.3
O=[N+]([O-])c1ccc(CSc2ccccn2)cc1	-1	3	-1.1	-0.1	3	-0.1	-1.0	-2	3.2	-1.4	2.3
CN1CC(=O)N2Cc3[nH]c4ccccc4c3C[C@H]2C1=O	-4	-4	1.3	0.5	4	0.2	-1.2	0	0.0	0.9	-1.8
C=C(C)Cn1cnc2c(oc3nc4c(cc32)CCCC4)c1=O	-11	-2	-1.5	6.6*	2	1.4	-0.5	2	2.5	7.2	2.2
NS(=O)(=O)c1ccc(CNC(=O)c2ccccc2SCC(=O)N2CCCC2)cc1	6	-1	-0.4	0.6	2	0.0	-1.0	2	1.4	1.5	-1.5
NS(=O)(=O)c1ccc(CCNC(=O)Cc2cccs2)cc1	12	3	-1.2	1.9	5	-0.2	-1.0	3	-1.5	-1.7	-1.0
COc1ccccc1NC(=O)N1CCCC1C(=O)Nc1ccc2c(c1)OCCO2 (stereo not given)	-10	-1	-1.3	0.1	1	-0.3	-1.4	-2	-0.5	-4.0	0.3
COc1ccc(S(=O)(=O)N2CCC(Cc3ccccc3)CC2)cc1NC(C)=O	-4	0	0.7	2.6	2	0.0	-1.1	-1	0.1	1.8	-1.9
CC(=O)Nc1ccc(NC(=O)c2ccc(-c3c(C)noc3C)c3ccoc23)cc1	2	1	0.3	x	12	-0.2	-0.8	8.6*	1.8	-2.6	0.1
O=C(Cc1ccccc1)Nc1nonc1NC(=O)c1ccccc1	4	-1	-1.5	-0.6	0	-1.4	-1.4	2	2.2	-0.3	-2.2
CC(C)N1CCC1(C)C(=O)Nc1nccc2cccnc12 (stereo not given)	i	-175	0.1	x	0	-1.4	-0.6	-1	-0.2	-1.2	-1.2
O=C(CC1C(=O)NCCN1Cc1ccc(-c2ccccc2)cc1)NCCc1ccccn1 (stereo not given)	3	-6	-1.8	-0.4	-5	-0.3	-1.4	-2	0.3	0.9	0.7
CCCn1c(SCc2ccon2)nc2ccccc2c1=O	11	0	-1.1	-0.2	-2	-0.3	-1.0	2	5.3	-2.8	-1.7
COC(=O)CCN(C(=O)c1ccc(N2CCCC2)c([N+](=O)[O-])c1)c1ccccn1	0	1	-1.2	0.0	-1	0.2	-1.1	3	2.3	4.0	-0.3
O=C(CCNC(=O)c1ccccc1Cl)Nc1cccc(S(=O)(=O)N2CCCC2)c1	-4	-3	-0.5	1.0	2	-0.4	-1.1	-3	-0.5	0.7	-0.4

structure	ADAM10 inh	ADAM17 inh	PG9 binder	DAX1 inh-1	NPR1 activator	DAX1 inh-2	ssDAF12 agonist	SMARCA2 act	FXN GAA850 act	hgDAF12 agonist	hcDAF-12 act
CC(=O)c1ccc2c3c(cccc13)CC2	-176	-59	-0.8	2.9	-1	-0.2	-1.5	3	1.4	-1.4	-3.5
CC1(C(=O)NC2CCCCCC2)CCN1C(=O)Cc1ccc(-c2ccccc2)cc1 (stereo not given)	-1	2	1.9	x	-2	-1.9	-1.7	-8	-1.2	-1.9	-1.5
Cc1ccnc(N2CCC(C(=O)NNC(=O)COc3cccc4ccccc34)CC2)n1	-5	-3	-0.6	0.7	-3	-0.7	-0.4	1	-0.3	0.7	0.4
CNC(=S)N/N=C/c1ccccc1OCC(=O)O	-5	-7	0.1	0.5	3	-0.2	-1.4	-3	0.6	-0.3	1.3
O=C(CN(CCc1ccccc1)C(=O)c1csnn1)NC1CCCC1	-8	1	-0.2	1.4	1	-0.2	-1.5	0	-0.1	-0.6	-1.1
Brc1ccc(CNc2nc3ccccc3n2CCN2CCCCC2)cc1	11	-10	0.3	0.6	-12	0.3	-1.9	-1	-1.0	-4.0	-1.1
COc1ccccc1NC(=S)N1CCC(c2nc3ccccc3o2)CC1	0	-3	-0.1	1.0	-1	-0.1	-1.2	-2	2.6	-1.4	-1.9
COCC(C)NS(=O)(=O)c1ccc(C)cc1 (stereo not given)	-2	-1	2.1	1.4	-2	-0.4	-1.4	5	0.3	1.8	-2.1
O=C(N/N=C/C=C\c1cccc([N+](=O)[O-])c1)c1cccnc1	8	0	-1.9	2.1	-4	-0.3	-0.3	4	1.0	-1.5	-0.7
CCN(CC)CCOC(=O)c1c(C)oc2ccc(OC)cc12	-9	-3	-2.8	-1.4	0	-1.7	-2.4	2	-4.1	-4.6	-1.9
O=C(CCC(=O)Nc1ccccc1Cl)NNC(=O)C1CCCCC1	-5	-3	-1.9	0.8	0	-0.1	-0.8	7	-2.7	2.2	1.3
O=C(N/N=C/C=C/c1ccccc1)c1cc2c(ccc3ccccc32)o1	-2	-5	0.6	-0.1	-2	-0.6	-1.2	1	-0.3	0.0	0.0
CC(=O)Nc1ccc(S(=O)(=O)N2CCCc3ccccc32)cc1	5	0	-0.2	-2.1	-2	-1.2	-1.1	-3	-1.8	0.6	1.8
Cc1cc(C)n(C(=O)c2cc3sccc3[nH]2)n1	-6	-6	-0.7	0.4	2	-0.5	-1.8	1	4.5	4.1	0.2
Cc1cccc(NC(=O)Cn2cnc(S(=O)(=O)N3CCCC3)c2)c1C	-6	-8	-0.8	-0.3	3	-0.5	-0.9	-3	2.4	-1.9	-2.1
FC(F)(F)c1ccc(-c2cccc3c2C2CC3CCN2)cc1 (stereo not given)	0	-4	-0.8	-0.1	-7	-0.2	-1.3	-1	-1.4	1.4	-0.5
Cc1cc(/C=C2/NC(=O)N(c3ccccc3)C2=O)c(C)n1-c1cccnc1	-18	-5	-5.9	-0.1	3	2.0	-0.8	2	2.2	2.3	2.4
Cc1ccc(S(=O)(=O)N(C)C)cc1NC(=O)COC(=O)C1(c2ccccc2)CC1	-6	3	0.1	2.4	-3	-0.1	-1.5	-4	-0.7	-0.4	-1.2
CC(C)(C)SCCNC(=O)CN(c1ccccc1)S(=O)(=O)c1ccccc1	14	0	-0.1	-0.7	1	-0.1	-1.8	3	1.1	-3.4	-0.7
O=C(O)Cc1csc2ccccc12	9	10.0*	-1.9	0.4	-7	0.6	-0.6	-1	-0.5	-0.1	0.0
Cc1ccc(/C=N/NC(=O)c2n[nH]c3c2CCCC3)cc1	-1	-3	-0.6	x	-8	3.3	0.2	4	2.6	2.9	3.9
CCOc1ccccc1NS(=O)(=O)c1cccs1	1	-3	-2.5	-0.9	4	-0.1	-1.0	3	-2.2	-4.6	-0.7
Cc1ccc(-c2noc(COc3ccccc3C)n2)cc1	-5	-4	-0.4	0.7	1	0.4	-0.8	2	0.6	1.7	-1.8
COc1cc(C(=O)NCC(=O)N/N=C/c2ccccn2)cc(OC)c1OC	3	-4	0.6	-0.1	2	-0.4	-1.9	-1	2.7	-2.5	-2.5
COc1ccc(-c2ccc(=O)n(Cc3cc(=O)n4ccccc4n3)n2)cc1	-79	-34	-0.6	2.1	4	0.1	-1.4	-3	8.1*	-2.4	-0.7
Cc1c(/C=N/n2cnnc2)c2ccccc2n1CCOc1ccccc1	6	6	-1.0	0.5	-22	0.4	-1.2	1	2.5	1.8	-0.8
COc1ccc(C(=O)NC(=S)NNC(=O)c2cnccn2)cc1OC	3	-5	-0.2	4.9*	-5	0.0	-1.2	-2	-1.3	4.9	-0.7
CCc1c(C)nc2ncnn2c1Nc1ccccc1C	-9	-5	0.3	-0.8	2	-0.7	-1.1	-3	0.0	-3.9	-1.6
Cc1cccc(-n2c(C)nc3cc(C(=O)NCC4CCCO4)ccc32)c1 (stereo not given)	-1	-1	-1.5	-0.1	2	-0.2	-0.7	-5	0.3	-1.8	-1.7
CC1(C)CCC/C(=C\c2ccccc2)C1=O	-1	-2	-0.3	-0.4	-1	-0.2	-1.4	1	-0.2	1.8	0.3
COc1ccc(CCn2c(C(C)C)nc3oc4ccccc4c(=O)c3c2=O)cc1	0	-2	-0.7	1.4	9	-0.3	-1.0	-1	-1.5	-1.0	-1.1

An unsorted share of the library; about 6.8% have a hit in one of these screens.
